LYPLA1 counter: blocks human lysophospholipase 1, a PME1 counter-screen; recombinant LYPLA1, FP-Rh probe fluorescence polarization; inhibition, % at 5.9 µM; actives 0.16% (n = 320,000); AID 2174;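 active = inhibition above the mean of all tested compounds plus 3 SD, set per campaign, cut at about 14% in these data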;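 note: inhibitors block serine hydrolase probe labeling of LYPLA1 so polarization falls; 0% = enzyme with DMSO and 100% = wells lacking LYPLA1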
Target sequence (O75608 whole entry, looked up): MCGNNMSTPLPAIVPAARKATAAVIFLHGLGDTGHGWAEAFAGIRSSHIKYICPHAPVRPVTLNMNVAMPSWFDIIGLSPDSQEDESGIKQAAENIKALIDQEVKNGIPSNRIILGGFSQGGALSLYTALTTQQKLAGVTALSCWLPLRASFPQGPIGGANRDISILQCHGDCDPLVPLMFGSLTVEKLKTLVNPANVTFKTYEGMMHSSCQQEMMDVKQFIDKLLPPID
GSTO1 inh: blocks human GSTO1 in RBBP9 counter-screen. inhibition, % at 5.96 µM. recombinant GSTO1, activity-based probe fluorescence polarization. actives 1.1% (n = 300,000);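 active = inhibition above the campaign mean inhibition plus 3 SD, cut at about 35% in these data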;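 note: 0% = GSTO1-1 with DMSO and 100% = wells lacking GSTO1-1 enzyme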
Target sequence (P78417 whole entry, looked up): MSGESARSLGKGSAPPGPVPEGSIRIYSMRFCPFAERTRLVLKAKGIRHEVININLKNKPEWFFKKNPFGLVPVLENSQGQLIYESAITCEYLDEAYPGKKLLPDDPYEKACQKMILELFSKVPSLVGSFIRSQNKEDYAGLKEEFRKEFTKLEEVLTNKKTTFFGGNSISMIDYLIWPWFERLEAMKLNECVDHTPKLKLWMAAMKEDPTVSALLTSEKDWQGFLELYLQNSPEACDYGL
PME-1 inh: PME-1 (human) inhibition. Q9Y570. recombinant PME-1, FP-Rh probe fluorescence polarization. inhibition, % at 5.9 µM. actives 0.53% (n = 320,000);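 active = inhibition above the campaign mean of all compounds plus 3 SD, cut at about 26% in these data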;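 note: competitive labeling of PME-1 active site by serine hydrolase directed probe; 0% = PME-1 with DMSO and 100% = wells lacking PME-1 enzyme; inhibitors block probe labeling so polarization falls and inhibition rises; many of its hits are not listed in these tables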
Target sequence (Q9Y570 whole entry, looked up): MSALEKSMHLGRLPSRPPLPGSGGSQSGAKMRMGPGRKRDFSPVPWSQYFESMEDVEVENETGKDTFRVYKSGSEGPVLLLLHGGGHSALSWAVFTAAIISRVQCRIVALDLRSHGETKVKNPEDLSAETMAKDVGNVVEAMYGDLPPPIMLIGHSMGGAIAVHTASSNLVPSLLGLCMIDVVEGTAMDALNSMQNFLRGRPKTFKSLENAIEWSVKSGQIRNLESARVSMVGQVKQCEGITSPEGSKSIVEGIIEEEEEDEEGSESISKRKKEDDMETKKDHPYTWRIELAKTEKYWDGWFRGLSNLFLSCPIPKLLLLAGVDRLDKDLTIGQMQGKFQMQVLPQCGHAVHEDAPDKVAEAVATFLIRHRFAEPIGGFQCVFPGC
pPAFAH FP inh: pPAFAH (human) enzyme inhibition; Q13093; recombinant pPAFAH, FP-rhodamine probe fluorescence polarization; inhibition, % at 3.39 µM; actives 1.5% (n = 330,000);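 active = inhibition above the mean inhibition across the screen plus 3 SD, cut at about 25% in these data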;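 note: inhibitors block binding of the rhodamine activity-based probe so polarization drops; 0% = enzyme with DMSO and 100% = wells lacking pPAFAH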
LYPLA2 counter: blocks human lysophospholipase 2, a PME1 counter-screen; actives 0.38% (n = 320,000); AID 2177; recombinant LYPLA2, FP-Rh probe fluorescence polarization; O95372; inhibition, % at 5.9 µM;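 active = inhibition above the screen-wide mean plus 3 SD, limit set per campaign, cut at about 26% in these data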;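 note: 0% = LYPLA2 with DMSO and 100% = wells lacking LYPLA2 enzyme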
PAFAH1B3 FP inh: PAFAH1B3 (human) inhibition; actives 0.28% (n = 340,000); recombinant PAFAH1B3, FP-rhodamine probe, fluorescence polarization; inhibition, % at 3.39 µM;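 active = inhibition above the screen-wide average of all tested compounds plus 3 SD, cut at about 25% in these data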;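 note: 0% = enzyme with DMSO only and 100% = wells lacking PAFAH1B3 protein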
PAD4 inh: PAD4 (human) enzyme inhibition; Q9UM07; recombinant PAD4, RCA probe fluorescence polarization; actives 0.41% (n = 330,000); inhibition, % at 6.36 µM; AID 485272;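 active = percent inhibition above a cutoff equal to the mean of all tested compounds plus 3 SD, cut at about 15% in these data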;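 note: 0% = PAD4 with RCA probe and DMSO and 100% = probe without PAD4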
PAFAH1B2 inh: PAFAH1B2 (human) inhibition; P68402; actives 1.2% (n = 340,000); inhibition, % at 3.39 µM; recombinant PAFAH1B2, FP-rhodamine activity probe, fluorescence polarization;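 active = inhibition above the mean of all tested compounds plus 3 SD, cut at about 24% in these data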;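 note: 0% = enzyme with DMSO and 100% = wells lacking PAFAH1B2; many of its hits are not listed in these tables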
PAFAH2 FP inh: PAFAH2 (human) inhibition; Q99487; recombinant PAFAH2, FP-rhodamine activity probe, fluorescence polarization; inhibition, % at 3.39 µM; actives 0.99% (n = 340,000); AID 492956;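 active = inhibition above the mean over all tested compounds plus 3 SD, cut at about 30% in these data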;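 note: inhibitors block probe labeling of enzyme so polarization drops; 0% = enzyme with DMSO and 100% = wells lacking PAFAH2 protein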
* marks the source's active call; other numbers are inactive results; / = no result given. Only part of the results is shown; count on the stated rates, not on these rows.

SMILES,LYPLA1 counter,GSTO1 inh,PME-1 inh,pPAFAH FP inh,LYPLA2 counter,PAFAH1B3 FP inh,PAD4 inh,PAFAH1B2 inh,PAFAH2 FP inh
COC(=O)c1ccc(Cn2cnc3cnccc32)cc1,-2,-2,-4,6,-4,6,3,0,2
O=C(NCCc1c[nH]c2ccccc12)c1ccc2nc[nH]c2c1,-1,-2,2,14,0,10,-4,1,3
CN1CCSc2ccc(C(=O)NCc3ccccc3F)cc21,0,2,-1,5,3,9,-2,2,6
CC(OC(=O)c1ccco1)C(=O)Nc1ccc(Cl)cn1 (stereo not given),0,-4,2,0,-2,0,1,0,-6
COc1ccc2c(C=O)c[nH]c2c1,3,1,5,6,2,1,-1,-4,-9
O=C1CN(C(=O)COC(=O)c2cc(S(=O)(=O)N3CCOCC3)ccc2Cl)c2ccccc2N1,2,7,-3,8,7,-3,-2,8,-5
Nc1cc(Cl)c(N)cc1Cl,-3,6,3,3,2,6,1,-1,-3
N#Cc1ccc(C(=O)Nn2cnnc2)cc1,-4,-2,-1,2,-1,9,2,0,0
Cc1ccc(CCNC(=O)C2CCN(c3nn4c(=O)cc(C)nc4s3)CC2)cc1,-3,4,1,5,-1,4,1,3,5
CC1CCCC(C)N1S(=O)(=O)c1ccc(NC(=O)CCn2cnc3ccccc3c2=O)cc1 (stereo not given),-4,-3,2,-1,-2,6,-1,4,0
Cc1cc2nc(SCCN3CCCC3)[nH]c2cc1C,3,-1,-1,1,3,11,-5,2,-4
C(=N/Nc1nccs1)/c1cccnc1,1,6,0,2,-2,10,-9,3,8
Cc1cc(S(=O)(=O)N2CCOCC2)ccc1OCC(=O)Nc1ccc(Br)cc1F,1,-2,-6,5,-1,-4,-3,5,-1
COc1cc(C(C)=O)ccc1COc1ccc(C(=O)OCC(=O)NC(C)(C)C)cc1OC,-1,-5,0,20,-3,-3,-2,-2,74*
CCN1C(=O)[C@H]2[C@@H](c3ccc(C)cc3)N3C(=O)N(c4ccccc4)C(=O)[C@@]3(CC)[C@H]2C1=O,-2,6,3,8,3,9,2,9,6
CCc1nnc(NC(=O)CN2CCOCC2)s1,3,28,1,-5,-2,4,1,2,8
COCCCN1C(=O)C(=O)/C(=C(/O)c2ccc(S(=O)(=O)N3CCOCC3)cc2)C1c1ccc(C(C)C)cc1 (stereo not given),0,-3,9,4,-2,-2,-5,4,0
O=C(N/N=C\c1ccc(Cl)s1)c1ccc(Cn2cccn2)o1,-2,1,-5,3,1,-1,-3,2,7
CCOC(=O)c1ccc(CNCc2ccc(C)cc2)cc1,8,4,3,9,9,0,-2,0,-5
N#C/C(=N\Nc1ccc(Cl)c(Cl)c1)C(=O)C1CC1,11,-11,34*,41*,12,/,2,/,/
Cc1cc2c(n1-c1ccc(Cl)cc1)CC(C)(C)CC2=O,-1,-1,2,7,-6,2,3,7,-3
O=C(CCc1ccccc1)NNC(=O)C1CCCCC1,0,-4,0,1,2,1,-3,5,-1
O=C1c2ccccc2-c2cccc(C(=O)N3CCN(C(=O)c4ccccc4)CC3)c21,2,9,1,6,1,4,2,-1,2
COc1cc(C(=O)Nc2nnc(C(F)(F)F)s2)c([N+](=O)[O-])cc1OC,2,1,0,2,-3,-1,-3,6,9
COc1ccccc1NC(=O)c1c(C)nc2ccccc2c1C(=O)O,2,0,-2,0,6,4,-5,2,0
COC(=O)c1ccccc1NC(=O)c1ccccc1SC,-1,66*,-1,1,0,-1,-2,2,1
OCCN(Cc1ccccc1)Cc1ccc(F)c(F)c1,0,-12,4,7,3,0,-3,3,1
CCCCC1=CC2=C(c3ccco3)C(=O)C(C)(OC(=O)c3ccc(OC)cc3)C(=O)C2=CN1C(CO)CO (stereo not given),1,1,2,6,-2,6,-3,-7,-1
CC(=O)c1cccc(NC(=O)c2ccc(N(C)S(C)(=O)=O)cc2)c1,2,1,3,1,2,2,3,3,-3
CCn1c(-c2ccncc2)n[nH]c1=S,0,5,-1,-2,3,12,-2,3,0
C#CCCOC(=O)N1C2=NC(C(=O)OC)=C(C(=O)OC)[C@@H]3N(C)c4ccc(OC)cc4[C@]23C[C@H]1C(=O)OC,1,2,-7,1,-10,6,-1,-3,-1
O=C(CN1CCN(C(=O)c2cccc(S(=O)(=O)N3CCCC3)c2)CC1)Nc1ccccc1Cl,-2,/,11,0,4,4,-1,4,3
COc1ccccc1-c1nc(SCC(=O)N(C)c2ccccc2)c2c(=O)n(C)c(=O)n(C)c2n1,1,2,-2,-1,1,8,-1,3,8
O=[N+]([O-])c1ccc(/C=N/n2c(-c3ccccc3)n[nH]c2=S)cc1,2,16,2,9,7,7,2,13,7
CCOC(=O)C1(Cc2cccc(OC)c2)CCN(CC(O)CO)CC1 (stereo not given),2,10,-3,4,2,9,-1,1,-14
COc1ccccc1CNC(=O)Cc1ccc(Br)cc1,0,8,1,14,-1,0,-2,4,3
COc1ccc(N(C(=O)c2ccccc2OC)C2C=CS(=O)(=O)C2)c(OC)c1 (stereo not given),-2,-5,4,2,8,1,-1,0,4
Cc1nnc2n1NC(c1ccc(Cl)cc1)C(C(=O)N1CCC(C)CC1)S2 (stereo not given),3,4,2,4,3,-5,1,4,5
C=CCNCc1ccccc1[N+](=O)[O-],-1,10,2,9,-5,9,3,3,1
CCN(CC)C(=O)c1ccc(S(=O)(=O)Cc2ccc(C)cc2)c([N+](=O)[O-])c1,-1,-2,2,2,3,14,-5,10,5
Cc1ccc2[nH]c(=O)c(COC(=O)C3CCCCC3)cc2c1,-2,7,-5,10,2,10,2,1,6
Cc1cccc(C(=O)/C=C2/c3ccccc3CC(C)(C)N2C)c1,2,0,4,3,-4,7,0,3,4
CN(CC(=O)Nc1ccccc1Cl)C(=O)CSc1nnc(N)s1,0,-3,3,3,1,5,3,5,6
CCCCn1c(N)c(N(CCOC)C(=O)CN(C)S(=O)(=O)c2ccc(C)cc2)c(=O)[nH]c1=O,0,3,2,3,1,5,-1,4,-4
CCOC(=O)c1cnc(C(F)(F)F)nc1Oc1ccccc1,2,7,-1,1,6,-1,3,14,2
Cc1ccc(C(=O)NC2CCCc3ccccc32)o1 (stereo not given),4,-1,3,4,5,4,2,2,0
COc1ccc(Cc2nc3ccccc3n2C)cc1,-2,-4,-2,5,-3,5,0,2,7
COc1ccc2c(/C=N/Nc3ccc(C(=O)O)cc3)c[nH]c2c1,3,21,23,28*,10,6,-8,-1,-4
COc1ccc(Cl)cc1N(CC(=O)Nc1ccccc1C(=O)N1CCCC1)S(C)(=O)=O,-6,2,2,3,-11,5,-3,-2,0
CCOc1ccc(NC(=O)CCNS(=O)(=O)c2ccc3c(c2)CC(C)N3C(C)=O)cc1 (stereo not given),-2,-10,-2,4,3,3,-1,2,1

Next entries:
SMILES,LYPLA1 counter,GSTO1 inh,PME-1 inh,pPAFAH FP inh,LYPLA2 counter,PAFAH1B3 FP inh,PAD4 inh,PAFAH1B2 inh,PAFAH2 FP inh
COc1ccc2ccccc2c1/C=N/Nc1ccc(Cl)c(C(=O)O)c1,5,29,6,10,3,11,8,2,11
CNC(=O)NC(=S)NC(=O)c1ccc(OC)cc1,4,2,1,0,3,5,2,2,-3
Nc1cc(=O)[nH]c(N2CCN(c3ccccc3)CC2)n1,-1,4,-1,-1,-1,-2,-3,1,-2
CCN(C(=O)CSc1nnc(-c2ccccc2)n1C)C1CCS(=O)(=O)C1 (stereo not given),-3,3,1,1,-1,5,0,2,3
Cc1sc2c(c1C)C(=O)NC(c1ccccc1F)N2 (stereo not given),-2,-3,3,4,-4,2,-4,8,0
Cc1ccc2[nH]c(=O)c(CN(Cc3ccco3)C(=O)c3ccncc3)cc2c1,-1,1,-1,6,10,10,-6,4,2
CC1CCCCC12NC(=O)N(CC(=O)N1CCN(c3ncccn3)CC1)C2=O (stereo not given),-1,/,-2,-3,-2,7,4,6,2
COc1cc(OC)cc(C(=O)NCC2CCCN(C(=O)c3oc(C)cc3C)C2)c1 (stereo not given),0,13,-2,0,2,6,0,5,0
CCOc1ccc(CCNS(=O)(=O)c2ccc3c(c2)NC(=O)CC(=O)N3)cc1OCC,-1,16,-2,7,2,5,1,1,0
N#C/C(=C/c1cccs1)c1ccccn1,-4,-1,5,-1,-5,15,5,5,-1
CCN1C(Nc2ccccc2)=NC[C@@H]1CC(C)C,3,0,2,2,0,-4,-2,1,-4
O=C(COC(=O)c1ccc(O)cc1)Nc1cc(C(F)(F)F)ccc1Cl,-1,2,1,12,1,5,-3,13,55*
CCc1cccc(OCC(=O)Nc2cc(S(=O)(=O)N3CCOCC3)ccc2N2CCCC2)c1,-2,4,3,5,5,0,-1,2,6
CCc1ccc(NC(=O)c2cc(S(=O)(=O)N3CCCC3)c[nH]2)cc1,-1,-1,-2,0,6,-7,-1,-3,0
COc1ccc(NC(=S)NNC(=O)c2ccccc2OC(F)F)cc1,-2,2,-2,5,-5,10,-5,1,-10
CCOC(=O)N1CCN(C(=O)c2ccc(-n3c(=S)[nH]c4ccccc4c3=O)cc2)CC1,2,4,-1,-4,1,8,2,-3,0
Brc1cc(Br)c(Oc2cc(Br)c(Br)cc2Br)cc1Br,2,/,7,-3,3,1,-8,4,3

High-throughput results: PubChem, The Scripps Research Institute Molecular Screening Center
